# Screening results deposited in PubChem by several laboratories.
# PMI activator: phosphomannose isomerase (human) activation; purified human PMI, coupled resazurin fluorescence, 20 min; hits give high values; 1 = vehicle control, 0 substrate-free wells; activation factor at 20 µM; 190,000 compounds, 0.005% hits; AID 1214;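 active = activation factor of 2 or more at 20 µM, relative to plate controls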
# G6PDH CS: L. mesenteroides G6PDH inhibition counter-screen; AID 1020; Purified L. mesenteroides G6PDH, diaphorase/resazurin coupled fluorescence, 45 min; inhibition, % at 5 µM; 200,000 compounds, 0.12% hits
# PMI act hi M6P: activators of human phosphomannose isomerase at near-saturating mannose 6-phosphate. 190,000 compounds, 0.34% hits. coupled PMI enzyme assay, resazurin fluorescence, 20 min; hits give high values; 1 = untreated enzyme, 0 = substrate-free blank. P34949. activation factor at 20 µM;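 active = activation factor of 2 or more at 20 µM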
#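 Test system – human PMI in coupled enzyme assay · Timing – 20 min incubation at room temperature · Detection – Diaphorase-driven resazurin-to-resorufin fluorescence, excitation 544, emission 590 nm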
# DTT redox prof: compounds producing H2O2 with reducing agent – biochemical, NIH compound library profiling, artefact control for MLSCN library redox annotation, primary screen | activation, % at 10 µM | 200,000 compounds, 0.03% hits | DTT-dependent redox cycling H2O2, phenol red/HRP absorbance; 100% = 100 µM peroxide control, 0% = buffer;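 active = activation of at least 50% relative to the plate's high and low controls in the primary single-dose screen; inactive = activation below 50%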;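 note: compound incubated with DTT at 0.8 mM final as the reducing agent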
# Diaph act CS: diaphorase activation or chemical reduction counter-screen | Diaphorase/resazurin coupled assay, resorufin fluorescence, 16 min; hits give high values; 1 = vehicle wells, 0 = NADH-free wells | AID 1229 | 190,000 compounds, 0.005% hits | activation factor at 20 µM;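 active = diaphorase activity raised at least twofold by the compound at 20 µM; inactive = activation factor below 2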
#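 Assay system: Purified diaphorase enzyme from Clostridium kluyveri | Amount: Enzyme 0.07 U/mL final | Dosing: Compound 20 µM once, DMSO 1% | Timing: 16 min reaction at room temperature | Detection: Fluorescence, excitation 544 nm and emission 590 nm | Evaluation: Higher resorufin formation from activation or reduction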
# Hsp70 activator: transcriptional activators of Hsp70; AID 1203; activation, % at 10 µM; 200,000 compounds, 0.04% hits; HeLa Hsp70 promoter luciferase reporter, luminescence; scaled: vehicle 0, proteasome-inhibitor control 100%;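 active = activation above the mean across all tested compounds plus 3 SD, cutoff set per campaign, cut at about 5.5% in these data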;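 note: 100% = MG132 at 30 µM as the positive control and 0% = DMSO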
# TLR4 MyD88 comp: inhibitors of human TLR4-MyD88 binding | O00206+Q99836 | HeLa CL3-4 TLR4/MyD88 BLA complementation, FRET ratio | inhibition, % at 8.4 µM | 200,000 compounds, 0.18% hits | AID 861; in the data active = inhibition above about 25%;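 note: 0% = vehicle and 100% = reference inhibitor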
# Target sequence (O00206 whole entry, looked up): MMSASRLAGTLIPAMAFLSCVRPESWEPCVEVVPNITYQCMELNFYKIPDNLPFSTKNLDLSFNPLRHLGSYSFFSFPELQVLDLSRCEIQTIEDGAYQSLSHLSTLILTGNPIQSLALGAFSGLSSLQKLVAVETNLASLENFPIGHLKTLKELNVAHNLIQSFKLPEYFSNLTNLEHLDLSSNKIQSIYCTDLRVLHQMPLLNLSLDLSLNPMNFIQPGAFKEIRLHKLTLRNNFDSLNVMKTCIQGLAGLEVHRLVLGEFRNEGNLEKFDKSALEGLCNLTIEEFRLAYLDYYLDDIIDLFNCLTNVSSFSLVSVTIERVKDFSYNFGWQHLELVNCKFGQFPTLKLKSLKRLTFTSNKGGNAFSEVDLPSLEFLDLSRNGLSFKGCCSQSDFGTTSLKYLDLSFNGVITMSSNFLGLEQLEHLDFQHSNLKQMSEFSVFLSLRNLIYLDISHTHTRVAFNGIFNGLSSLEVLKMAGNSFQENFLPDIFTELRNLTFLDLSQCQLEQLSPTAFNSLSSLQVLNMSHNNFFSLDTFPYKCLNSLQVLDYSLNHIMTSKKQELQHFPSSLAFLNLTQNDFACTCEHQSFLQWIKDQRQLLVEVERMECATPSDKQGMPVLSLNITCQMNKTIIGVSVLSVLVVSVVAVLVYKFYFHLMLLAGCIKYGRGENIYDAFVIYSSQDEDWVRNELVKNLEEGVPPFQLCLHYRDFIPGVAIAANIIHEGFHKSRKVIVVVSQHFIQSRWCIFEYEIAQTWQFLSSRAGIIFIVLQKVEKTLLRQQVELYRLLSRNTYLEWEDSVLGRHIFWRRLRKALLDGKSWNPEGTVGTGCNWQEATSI
# Target sequence (Q99836 whole entry, looked up): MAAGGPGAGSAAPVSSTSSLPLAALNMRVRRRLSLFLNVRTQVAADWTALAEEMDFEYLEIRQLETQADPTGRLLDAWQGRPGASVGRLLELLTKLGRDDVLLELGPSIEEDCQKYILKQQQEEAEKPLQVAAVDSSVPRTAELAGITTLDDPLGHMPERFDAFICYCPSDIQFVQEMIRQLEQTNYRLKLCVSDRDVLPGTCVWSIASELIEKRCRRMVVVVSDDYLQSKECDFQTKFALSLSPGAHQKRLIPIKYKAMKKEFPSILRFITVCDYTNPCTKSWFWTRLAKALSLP
# L major viab: Leishmania major promastigote growth inhibition. Leishmania major promastigotes, resazurin fluorescence viability. 200,000 compounds, 9% hits. inhibition, % at 10 µM;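 note: promastigotes grown with compound for 44 hours at 28 °C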
# Diaphorase inh: counter-screen for diaphorase-based assays: diaphorase inhibitors and chemical oxidizers | inhibition, % at 20 µM | diaphorase resazurin-to-resorufin fluorescence, NADH, 16 min; bacterial (C. kluyveri) enzyme, not human | 190,000 compounds, 0.69% hits;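 active = primary screen inhibition at 20 µM above a set limit, cut at about 50% in these data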;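 note: plate controls were DMSO with full reaction for no effect and wells lacking NADH for full effect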
#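 Assay system: diaphorase enzyme from Clostridium kluyveri. Quantity: enzyme working solution with 0.14 U/mL diaphorase. Schedule: reaction incubation of 16 min at room temperature. Technique: resorufin fluorescence, excitation 544 nm, emission 590 nm. Controls: No-NADH positive control and DMSO neutral control.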
# RAM inhibit: blocks the yeast RAM network; S. cerevisiae dse1pr::URA3 reporter, 5-FOA growth OD615, 2 d; analog-sensitive cbk1-as2 kinase mutant strain; inhibition, % at 50 µM; AID 868; 190,000 compounds, 1.8% hits;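 active = inhibition above a set limit, 3 SD over mean compound inhibition, cut at about 8.4% in these data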;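 note: 0% = DMSO-only wells with no growth and 100% = 10 µM 1-NA-PP1 full growth; inhibition rescues growth on 5-FOA so higher OD means more RAM inhibition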
# S1P3 antag: S1P3 (human) receptor antagonism | Q99500 | CHO S1P3 NFAT-BLA reporter, FRET fluorescence, antagonist mode | inhibition, % at 4.98 µM | 170,000 compounds, 0.27% hits | AID 485;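 active = inhibition above the plate cutoff, the mean inhibition of test wells on that plate plus 3 SD, cut at about 28% in these data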;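 note: cells challenged with S1P at its EC80 of 0.8 µM; blue over green emission ratio from cleaved BLA substrate after 4 h stimulation; 0% = S1P-stimulated wells and 100% = unstimulated DMSO-only wells; some compounds past the cut are filed as inactive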
# * hit, by the source's call; nt = no result given. Cut-off read from the data, not from the text of the source, unless noted: active = inhibition above about 50%; inactive = the rest.
SMILES,PMI activator,G6PDH CS,PMI act hi M6P,DTT redox prof,Diaph act CS,Hsp70 activator,TLR4 MyD88 comp,L major viab,Diaphorase inh,RAM inhibit,S1P3 antag
O=S(=O)(NCCSc1ccc(Cl)cc1)c1ccc(F)cc1,0.9,0,0.9,-4.7,0.8,0.2,-3,5,21,0.0,nt
CN1C(=S)SC(/[N+]([O-])=C\c2ccccc2)C1(C)C (stereo not drawn),0.9,-5,0.9,2.2,1,-0.3,-16,-7,4,1.7,nt
Cc1cc(O)c(NC(=O)c2cc([N+](=O)[O-])ccc2Cl)cc1C,0.8,21,0.8,-0.1,0.8,0.2,-18,39,24,2.6,13
COc1ccc(NS(=O)(=O)c2ccc(NC(=O)c3ccc(CN4CCOCC4)cc3)cc2)cc1,nt,9,nt,0.0,nt,-0.1,8,13,nt,3.0,-6
COc1ccc(N2CCN(C(=O)C3CCN(S(=O)(=O)c4ccc(F)cc4)CC3)CC2)cc1,1,5,0.9,-3.2,0.9,-0.3,-2,-4,7,-0.8,-19
CC(OC(=O)c1cc2sccc2n1C)C(=O)NCc1cccs1 (stereo not drawn),1.1,5,1.1,4.3,1,-0.1,-15,-1,-4,1.8,-41
CCOC(=O)c1nn(-c2ccc(Cl)cc2)c2nnc(Cc3ccccc3)c(=O)n12,1,8,1,0.2,0.9,-0.3,-1,-10,8,0.7,-3
O=C(NCC1OCCc2ccccc21)c1cc(COc2c(F)cccc2F)on1 (stereo not drawn),1,10,0.9,1.1,1.1,-0.1,5,2,-5,2.7,5
Cc1cc(C(=O)C(C)Cl)c(C)n1Cc1ccco1 (stereo not drawn),1.2,7,1,-0.8,0.8,-0.3,-18,2,19,-0.1,-15
COc1ccc(NC(=O)CN2CCC(C(N)=O)(N3CCCCC3)CC2)c(OC)c1,0.9,2,1,0.1,1,-0.1,-2,-4,2,0.7,-13
O=C(CCN1CCCCC1)N/N=C/c1ccc(Br)cc1,1,11,1,-0.5,0.9,2.3,3,83*,7,1.6,-6
Cc1ccc(-n2cc(-c3ccccc3)c3c(N4CCOCC4)ncnc32)cc1,1,3,1,-0.3,0.9,-0.1,-3,14,12,0.5,4
Cc1cccc(/C=C/C(=O)c2cc(Br)ccc(=O)c2O)c1,1.4,2,1.6,0.5,0.7,0.0,-1,100*,33,2.4,nt
CCOc1c(OC(C)=O)ccc(/C=C2\N=C(SCC)SC2=O)c1[N+](=O)[O-],0.8,0,0.8,0.4,0.8,-0.3,-9,-4,18,3.5,nt
C/C(=N\N=C1\NC(=O)C(CC(=O)NCc2ccccc2)S1)C(C)C (stereo not drawn),1.1,10,1,-1.3,1,0.0,2,-4,0,2.5,-14
Cc1cc(C(=O)CN2C(=O)C(=O)N(Cc3ccccc3)C2=O)c(C)n1CC1COc2ccccc2O1 (stereo not drawn),1,12,1,-0.9,0.8,0.0,-17,3,19,1.6,-16
COc1cc(C(=O)Nc2ccc3c(c2)OCO3)ccc1OCc1c(C)noc1C,1,1,0.9,-0.8,0.9,0.0,7,10,7,3.1,-9
CCOCCCn1c(SCC(=O)NCc2ccc3c(c2)OCO3)nc2ccccc2c1=O,0.9,6,0.9,-0.5,0.9,-0.2,-14,22,5,5.4,5
CC(=O)Nc1ccc(NC(=O)CN(c2cc(Cl)ccc2Cl)S(C)(=O)=O)cc1,1.1,0,1,-1.0,0.9,-0.1,-1,-1,13,-1.4,-4
Cc1cc(C)nc(N2CCC(C(=O)NCCc3ccc(Cl)cc3)CC2)n1,1.1,12,1.1,-0.3,1,0.1,-18,11,2,0.0,4

# Compounds from the list above that have fluorine:
SMILES,PMI activator,G6PDH CS,PMI act hi M6P,DTT redox prof,Diaph act CS,Hsp70 activator,TLR4 MyD88 comp,L major viab,Diaphorase inh,RAM inhibit,S1P3 antag
O=S(=O)(NCCSc1ccc(Cl)cc1)c1ccc(F)cc1,0.9,0,0.9,-4.7,0.8,0.2,-3,5,21,0.0,nt
COc1ccc(N2CCN(C(=O)C3CCN(S(=O)(=O)c4ccc(F)cc4)CC3)CC2)cc1,1,5,0.9,-3.2,0.9,-0.3,-2,-4,7,-0.8,-19
O=C(NCC1OCCc2ccccc21)c1cc(COc2c(F)cccc2F)on1 (stereo not drawn),1,10,0.9,1.1,1.1,-0.1,5,2,-5,2.7,5

# Continuation.
SMILES,PMI activator,G6PDH CS,PMI act hi M6P,DTT redox prof,Diaph act CS,Hsp70 activator,TLR4 MyD88 comp,L major viab,Diaphorase inh,RAM inhibit,S1P3 antag
Cc1cccc2nc(COc3ccc(-c4ccccc4)cc3)cn12,0.8,7,1,-0.5,0.8,0.0,-5,-4,16,0.1,0
O=C1c2ccccc2CC1Sc1nnc(-c2ccccn2)o1 (stereo not drawn),1.3,4,1.1,2.1,0.8,-0.2,-6,5,15,-0.1,-3
O=C(Nc1ccccc1)Nc1snnc1C(=O)Nc1cccc(O)c1,1.2,-8,1.1,-0.2,1.1,-0.2,-4,19,-15,8.3,-2
O=C(CN1CCCCCC1)N1c2ccccc2C=Cc2ccccc21,1,-2,1.1,12,0.9,-0.2,4,12,6,0.3,nt
COc1cc(OC)c(/C=N/n2c(C)nnc2C)c(OC)c1,1.2,11,1,0.0,1,-0.3,-2,-1,1,0.7,4
Cc1ccc(C)c(CSCC(=O)NCc2cccs2)c1,1,5,1,-0.2,0.9,-0.4,5,-7,10,0.0,-11
Nc1nc(CSc2nnc(-c3cccc(F)c3)n2-c2ccccc2)nc(N2CCOCC2)n1,0.9,-1,1,-0.1,1,-0.3,6,-4,-4,5.7,14
Cc1ccc(NC(=O)CN(C)C(=O)c2cc3ccccc3o2)cc1,1,-1,1,-1.2,0.9,0.1,5,-9,5,1.7,8
C=CCn1cc(-c2ccc(Cl)cc2)cc(C#N)c1=O,0.9,5,0.9,0.3,0.9,0.0,3,-4,6,4.0,nt
CCS(=O)(=O)N1CCN(C(=O)C(c2ccccc2)c2ccccc2)CC1,1,6,1.1,0.1,1.1,-0.1,-2,-3,-11,0.1,nt
FC(F)(F)c1cc(-c2ccco2)nc(-n2cnc3ccccc32)n1,1.1,7,1,-0.7,1,-0.2,-11,0,1,2.0,10
O/N=C/c1cc(Cl)ccc1OCc1cccc2ccccc12,0.9,6,0.9,0.9,0.8,-0.2,-25,3,21,3.2,nt
COCCNC(=O)c1ccc(CS(=O)(=O)c2ccc(Cl)cc2)o1,1,7,1,3.4,0.9,-0.2,-2,2,10,1.1,-56
CC(C)CCn1c(=O)c2ccccc2n2c(CN3CCCC3)nnc12,1,13,0.9,-1.3,0.8,1.0,-17,4,22,1.7,3
COc1cccc(N2CCN(S(=O)(=O)c3cccc4nsnc34)CC2)c1,1.1,7,1.1,0.7,0.9,0.1,-8,1,8,2.3,3
Cc1ccc(C)c(-n2c(SCC(=O)N3CCCC3)nnc2-c2ccccn2)c1,0.9,-1,0.9,1.0,0.8,-0.5,-8,-3,23,0.9,-31
O=C(NCCN1CCN(C(=O)NC2CCCCC2)CC1)NC1CCCCC1,1,3,0.9,-0.3,0.8,0.1,0,-3,19,-0.4,-24
O=C(Oc1ccc2ccc(=O)oc2c1)C1CCCCC1,1,5,1,0.3,0.9,0.1,-17,44,10,1.9,-6
Cc1c(Cl)c([N+](=O)[O-])nn1CCCC(=O)Nc1cccnc1,1,10,1,-2.0,1.1,0.0,-12,6,-7,0.0,-8
COc1ccccc1OCCSc1nc(N)cc(N)n1,0.9,4,1,0.1,0.9,-0.2,-1,0,11,-0.1,nt
CCn1c(SCC(=O)NNC(=O)c2ccco2)nnc1-c1ccco1,1.1,8,1,3.8,1,-0.2,13,2,3,0.6,-12
Cn1cc(S(=O)(=O)N2CCC3(CC2)OCCO3)c(=O)n(C)c1=O,1,0,1.1,0.1,1.1,-0.5,-29,-1,-13,-0.6,-9
O=C(NC1=NCCS1)C1CC(=O)N(c2ccccc2)C1 (stereo not drawn),1,14,1,0.1,0.9,-0.3,2,-9,7,-0.5,1
O=C(NC(N1CCOCC1)C(Cl)(Cl)Cl)c1ccco1 (stereo not drawn),0.9,-3,0.9,0.1,1,-0.4,-4,-4,-4,-1.4,3
CCOC(=O)Cc1nnc(NC(=O)C(CC)Sc2nc(C)cc(=O)[nH]2)s1 (stereo not drawn),1,-8,1,-2.5,0.9,-0.3,4,-7,13,-1.6,-12
Cc1[nH]c2ccccc2c1-c1csc(NC(=O)CSCCO)n1,0.9,3,0.8,-0.5,0.9,0.0,8,0,12,2.6,-4
O=C(COCC(=O)Nc1cccc(C(F)(F)F)c1)Nc1cccc(C(F)(F)F)c1,1,10,1,0.0,1,-0.5,-2,-1,1,1.8,nt
Cn1c2c(c(=O)n(C)c1=O)C(NC(=O)c1cccs1)(C(F)(F)F)C(=O)N2 (stereo not drawn),1.1,5,1,-0.1,0.9,-0.2,3,-4,10,0.1,nt
Cc1cc(C(F)(F)F)n(-c2nc(C(=O)Nc3ccccc3Oc3ccccc3)cs2)n1,1,5,1,-2.7,0.9,0.4,-2,20,8,4.6,nt
CCN(CC)C(=O)C[n+]1cccc(/C=N/O)c1,0.9,9,0.9,-0.1,1,-0.2,1,-6,4,1.1,-10
COc1cc(C(=O)OCC(=O)Nc2ccc(F)cc2F)cc(OC)c1OC,0.9,5,1,0.2,0.9,-0.2,-8,-6,12,1.8,nt
CC1CCN(C(=S)c2ccc(-c3ccc(Cl)cc3Cl)o2)CC1,0.8,1,0.9,0.2,0.8,-0.1,-20,-5,15,15*,-2
COc1ccc(NC(=O)CSc2ccc(-c3ccccn3)nn2)cc1OC,1,-45,1.1,0.5,0.6,0.1,11,-5,41,6.2,-5
Clc1ccc(-c2nnc(SCc3ccon3)o2)c(Cl)c1,1,-9,0.9,0.6,0.9,-0.1,-1,2,13,0.7,1
COCCNC(=S)NC(=O)CC12CC3CC(CC(C3)C1)C2,0.8,15,0.9,0.1,0.8,-0.3,-8,88*,22,-0.4,16
O=C(CSc1nc2c(c(=O)n1-c1ccc(Cl)cc1)SCC2)NCc1ccco1,0.9,-4,0.9,-2.5,0.7,-0.1,15,-3,26,3.5,nt
COc1cc(SC#N)ccc1N=Cc1c(C)[nH]n(-c2ccc(C)c(C)c2)c1=O,0.8,-2,0.9,0.3,0.8,-0.3,-7,99*,16,6.6,-9
